VLA-4 inh: inhibition in a human VLA-4 binding assay; inhibition, % (about 7 µM as worked out from the volumes in the protocol); 330,000 compounds, 0.2% hits; VLA-4 expressing cells, ligand binding flow cytometry; AID 2557; P13612; in the data active = inhibition above about 50%
CIT2 TOR yeast: yeast TOR pathway CIT2-GFP modulation; S. cerevisiae CIT2-GFP strain, flow cytometry, 3 h; 100 means same as DMSO wells; GFP response vs DMSO, % at 10 µM; 320,000 compounds, 0.065% hits;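 active = GFP response relative to DMSO above a set limit, near the screen mean plus 3 SD, cut at about 150% in these data; inconclusive = Fewer than 70 cells measured for a yeast strain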;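 also: ratio of well median GFP fluorescence to mean of DMSO wells on the plate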
Fam108B counter: Fam108B inhibition, counter-screen for RBBP9 inhibitors; recombinant Fam108B, FP-Rh probe fluorescence polarization; inhibition, % at 9.51 µM; 300,000 compounds, 0.33% hits; AID 1947;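 active = inhibition above the screen mean inhibition plus 3 SD, computed separately per campaign, cut at about 18% in these data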;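 also: inhibitors lower polarization as less probe binds the enzyme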
GLD-1 RNA inh: GLD-1-TGE RNA interaction inhibition (C. elegans) | purified GLD-1 + fluorescein TGE RNA, fluorescence polarization | inhibition, % at 5.96 µM | 320,000 compounds, 0.44% hits;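 active = percent inhibition above a per-plate cutoff, the plate mean of test compounds plus 3 SD, cut at about 30% in these data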;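 also: 0% = DMSO wells with GLD-1 and probe and 100% = wells lacking GLD-1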
Target sequence (Q17339 whole entry, looked up): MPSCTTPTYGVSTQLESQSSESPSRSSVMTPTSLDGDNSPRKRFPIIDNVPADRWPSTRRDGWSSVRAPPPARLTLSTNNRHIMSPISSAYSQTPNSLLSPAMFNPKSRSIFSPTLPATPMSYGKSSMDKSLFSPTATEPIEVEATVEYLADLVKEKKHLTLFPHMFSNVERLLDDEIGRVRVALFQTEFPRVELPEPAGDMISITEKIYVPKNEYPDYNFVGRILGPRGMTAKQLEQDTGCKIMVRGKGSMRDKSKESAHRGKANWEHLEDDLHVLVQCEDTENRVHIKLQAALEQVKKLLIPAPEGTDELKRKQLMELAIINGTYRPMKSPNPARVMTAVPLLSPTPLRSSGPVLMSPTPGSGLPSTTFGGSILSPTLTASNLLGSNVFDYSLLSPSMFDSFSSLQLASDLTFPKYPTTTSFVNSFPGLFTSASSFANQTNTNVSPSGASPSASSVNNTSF
MEX-5 binding: C. elegans MEX-5 TCR-2 RNA binding activity; Q9XUB2; MEX-5/FITC-TCR2 RNA binding, fluorescence polarization; hits give low values; activity score (negative = inhibition of binding), % at 10 µM; 300,000 compounds, 0.38% hits; AID 1832;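 active = inhibition past about -25% in most replicates, and total fluorescence under double the plate's negative control median, limit read from the data; inconclusive = replicates evenly split on the limit, or fluorescence at least double controls; inactive = too little inhibition in most replicates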;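 also: 0% = DMSO and -100% = 5 µM competing unlabeled TCR2 RNA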
MCL1-BIM inh: inhibitors of human MCL1 binding to BIM-BH3 peptide | 320,000 compounds, 0.68% hits | inhibition, % at 10.9 µM | GST-MCL1 / FITC-Bim-BH3 fluorescence polarization;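 active = inhibition above the mean inhibition of all tested compounds plus 3 SD, set per campaign, cut at about 40% in these data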;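 also: 0% = DMSO wells and 100% = unlabeled Bim-BH3 peptide control; higher means more loss of mP so more displacement of Bim peptide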
Target sequence (Q07820 whole entry, looked up): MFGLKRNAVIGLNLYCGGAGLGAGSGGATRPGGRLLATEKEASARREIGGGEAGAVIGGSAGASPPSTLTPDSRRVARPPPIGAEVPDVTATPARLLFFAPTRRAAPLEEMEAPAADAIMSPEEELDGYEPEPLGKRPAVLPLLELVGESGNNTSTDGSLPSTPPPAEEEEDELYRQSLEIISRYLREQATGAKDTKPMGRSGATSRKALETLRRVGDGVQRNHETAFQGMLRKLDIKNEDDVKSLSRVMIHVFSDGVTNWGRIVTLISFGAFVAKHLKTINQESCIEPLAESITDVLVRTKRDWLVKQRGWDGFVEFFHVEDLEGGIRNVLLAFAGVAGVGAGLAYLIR
BCLXL inh: Bcl-xL (human) inhibition; Q07817; GST-Bcl-xL / FITC-Bim BH3 peptide fluorescence polarization; inhibition, % at 10.9 µM; 320,000 compounds, 0.7% hits;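 active = inhibition above the mean of all tested compounds plus 3 SD, cutoff set per campaign, cut at about 30% in these data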;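 also: 0% = DMSO wells and 100% = unlabeled Bim-BH3 peptide competitor; inhibitors lower millipolarization by displacing the labeled peptide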
Target sequence (Q07817 whole entry, looked up): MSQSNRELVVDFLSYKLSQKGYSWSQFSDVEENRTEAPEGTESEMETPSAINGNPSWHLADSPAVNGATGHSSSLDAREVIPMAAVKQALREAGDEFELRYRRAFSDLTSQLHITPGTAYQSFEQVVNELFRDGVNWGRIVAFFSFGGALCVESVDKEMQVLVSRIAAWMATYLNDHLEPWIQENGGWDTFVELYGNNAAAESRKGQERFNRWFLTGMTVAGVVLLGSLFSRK
AGP1 TOR yeast: modulators of TOR pathway AGP1-GFP in S. cerevisiae; S. cerevisiae AGP1-GFP multiplex flow cytometry, 3 h; GFP as percent of DMSO wells; GFP response vs DMSO, % at 10 µM; 320,000 compounds, 0.02% hits; AID 2066;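 active = GFP response relative to DMSO above a set limit, near screen average plus 3 SD, cut at about 150% in these data; inconclusive = fewer than 70 cells counted for the yeast strain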;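 also: median GFP channel fluorescence of the gated AGP1 strain per well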
GRK2 aptamer HTS: inhibitors of human GRK2 displacing RNA aptamer. P25098. bead flow cytometry, FAM-aptamer displacement from GRK2. inhibition of aptamer binding, % at 10 µM. 330,000 compounds, 0.59% hits;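 active = inhibition of aptamer binding above 40%, roughly 3 SD of noise, on plates passing a quality check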;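 also: median bead fluorescence of bound FAM aptamer so fluorescent compounds give negative values; no value below 0 was filed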
* marks the source's active call; other numbers are inactive results; ? = inconclusive; · = no result given; [ ] = remark or other dose.

SMILES	VLA-4 inh	CIT2 TOR yeast	Fam108B counter	GLD-1 RNA inh	MEX-5 binding	MCL1-BIM inh	BCLXL inh	AGP1 TOR yeast	GRK2 aptamer HTS
Cc1oc(-c2cccc(Cl)c2)nc1CN(C)C1CCOC1 (centres undefined)	5	97	1	2	-1.0	10	6	94	10
CN1CCc2c(sc(N)c2C(N)=O)C1	0	110	-1	7	-14	65*	60*	101	4
COCCN(CCOC)S(=O)(=O)c1ccc(C(=O)Nc2nc(-c3ccccc3)c(C(=O)c3ccccc3)s2)cc1	17	101	-13	3	-0.5	0	1	105	0
Cc1ccccc1NC(=O)CCC(=O)OCC(=O)c1cccc([N+](=O)[O-])c1	8	99	-2	0	1.0	-1	-1	100	1
Cc1cccc(CSCCNC(=O)Nc2ccccc2)c1	25	98	-2	-1	-1.8	3	7	98	0
Cc1ccc2nc(NCCCO)[nH]c2c1	22	102	-3	-7	1.1	-1	-3	100	0
CCC(C)c1ccc(O)c(NC(=O)c2cccnc2)c1 (centres undefined)	-3	92	-4	-2	3.3	-4	1	95	3
CCCCn1c(N)c(N(CCOC)C(=O)COc2ccc(Cl)cc2)c(=O)[nH]c1=O	-3	102	-2	-2	0.4	4	7	101	3
COc1ccc(-c2ccc(CCC(=O)O)n2NC(=O)c2cccs2)cc1	16	97	4	-7	0.4	0	0	95	7
COc1ccc(C(=O)Nc2cccc(C(C)=O)c2)cc1OC	6	98	5	2	0.1	9	3	104	1
CC(C)(C)C(=O)NC1(C(F)(F)F)NC(=O)N(CCc2ccccc2)C1=O (centres undefined)	-5	107	-4	1	-0.5	0	-2	105	3
CC1CCCC(N2CCN(C(=O)c3ccc(F)cc3)CC2)C1 (centres undefined)	1	105	-5	2	0.2	8	1	105	1
O=C(O)C1C2CCC(O2)C1C(=O)NCc1ccccc1Br (centres undefined)	14	92	3	9	0.9	-1	4	103	0
COc1cccc(CN(C(=O)COc2ccc(C)cc2)C2CCS(=O)(=O)C2)c1 (centres undefined)	7	104	-1	3	-2.3	0	-2	105	5
COc1ccccc1N1C(=S)NC2CS(=O)(=O)CC21 (centres undefined)	12	93	-3	-1	0.5	0	1	99	2
Cc1ccc(S(=O)(=O)Nc2nnc(C3CCCCC3)s2)cc1	9	86	-3	-3	0.1	-4	-6	85	0
Cn1c(=O)c2nc(NCc3ccccc3)cnc2n(C)c1=O	-8	98	0	17	-7.0	19	22	93	0
COc1ccccc1C1CC(=O)Nc2c1c(=O)n(C)c(=O)n2C (centres undefined)	-11	100	2	0	-1.9	-1	4	102	6
O=C(CNS(=O)(=O)c1ccc2c(c1)OCCCO2)N1CCN(Cc2ccccc2)CC1	0	98	·	2	·	8	7	101	0
O=[N+]([O-])c1ccc(O)c(/C=N/Nc2ccccc2Cl)c1	-11	97	4	4	-1.8	6	-2	100	1
CN(c1ccccc1)S(=O)(=O)c1cccc(NC(=O)COc2cccc([N+](=O)[O-])c2)c1	8	92	·	4	·	-5	-2	102	32
COc1cc(/C=C2/NC(=O)N(CC(=O)Nc3cccc(C)c3)C2=O)ccc1OCC(N)=O	6	·	-4	1	-0.8	-1	4	96	0
C=C1CCN([C@@H](CC(C)C)C(=O)NCc2ccccc2)S(=O)(=O)c2ccccc21	14	87	-4	0	4.2	2	-3	97	0
O=C(Cc1nc2ccccc2[nH]1)c1ccc(Br)cc1	-12	88	-6	-7	1.2	-7	-5	94	0
Cc1cc(C)n(-c2ncc3c(n2)N(CCO)CCOC3=O)n1	3	88	-4	-5	2.3	4	2	96	1

An excerpt from above in order of their number in VLA-4 inh, largest number first.
SMILES	VLA-4 inh	CIT2 TOR yeast	GLD-1 RNA inh	MEX-5 binding	MCL1-BIM inh	BCLXL inh	AGP1 TOR yeast	GRK2 aptamer HTS
Cc1cccc(CSCCNC(=O)Nc2ccccc2)c1	25	98	-1	-1.8	3	7	98	0
CN(c1ccccc1)S(=O)(=O)c1cccc(NC(=O)COc2cccc([N+](=O)[O-])c2)c1	8	92	4	·	-5	-2	102	32
Cc1oc(-c2cccc(Cl)c2)nc1CN(C)C1CCOC1 (centres undefined)	5	97	2	-1.0	10	6	94	10

Next entries
SMILES	VLA-4 inh	CIT2 TOR yeast	Fam108B counter	GLD-1 RNA inh	MEX-5 binding	MCL1-BIM inh	BCLXL inh	AGP1 TOR yeast	GRK2 aptamer HTS
CC(=O)Nc1nc(COc2ccc3ccccc3c2)cs1	56*	91	-4	8	0.8	1	-1	89	1
Cc1ccc(C)c(S(=O)(=O)N2CCCOC2CNC(=O)C(=O)NCCN2CCOCC2)c1 (centres undefined)	-6	93	1	8	2.8	9	7	91	4
CCC(=O)N1CCc2cc(S(=O)(=O)CCC(=O)N3CCN(c4ccccc4F)CC3)ccc21	4	99	1	-2	-0.1	4	1	101	2
COc1ccc(OC)c(C2C(C(=O)c3ccc(C)o3)=C(O)C(=O)N2CCN2CCOCC2)c1 (centres undefined)	0	95	-3	-7	2.6	-2	2	97	2
O=C(CSc1nnc(Cn2c(=O)sc3ccccc32)n1-c1ccccc1)Nc1nccs1	6	94	1	3	3.2	2	-1	102	2
O=C(O)CSc1nnc(-c2ccncc2)n1-c1ccc(Cl)cc1	7	100	-1	5	-2.9	-2	-10	93	1
COC(=O)C1CCCCN1C(=O)c1ccc2oc(C(C)C)nc2c1 (centres undefined)	-12	95	-3	0	1.0	-9	-8	91	0
C=CCN1C(=O)C(Cc2ccc(OCC)cc2)SC1=Nc1ccc(C(=O)O)cc1 (centres undefined)	1	93	-3	-4	2.3	4	1	85	0
O=C(Nc1ccc(N=Nc2ccccc2)cc1)c1ccc(Cl)cc1Cl	5	107	2	6	-0.9	3	5	123	1
COC(=O)COc1cccc(/C=N/NC(=O)CCSc2ccccc2)c1	24	106	1	-1	-1.7	-4	1	98	0
Cc1ccc(NS(=O)(=O)c2ccc3c(c2)n(C)c(=O)n3C)cc1C	7	104	3	4	-0.6	7	-1	104	4
Cn1nnnc1SCCNC(=O)C1CCC(=O)N(CCc2cccc(F)c2)C1 (centres undefined)	-2	97	4	3	-0.2	6	7	96	7
Cc1cccc(-n2c(SCC(N)=O)nnc2-c2ccco2)c1	2	108	-2	1	3.0	5	4	100	0
C#CCOCCOCCOCCNc1nc(N2CCN(C(=O)CCCCCCCCCCNC(=O)[C@H](CCCCN)n3cc(CCO)nn3)CC2)nc(N2CCN(C(=O)CCCCCCCCCCNC(=O)[C@H](CCCN=C(N)N)n3cc(C[C@@H](C)CC)nn3)CC2)n1	-9	75	-8	0	·	-9	-11	89	0
CCC(=O)N(Cc1ccco1)c1nc(C(=O)Nc2ccc(Cl)cc2)c(C)s1	-20	103	-15	-3	3.4	-22	-12	99	0
CC(C)N1CCN(Cc2cccc(-c3ccco3)c2)CC1CCO (centres undefined)	0	·	-1	-6	-1.3	0	3	90	0
CN(C)C(CNC(=O)c1ccc(S(=O)(=O)N(C)C)cc1)Cc1ccccc1 (centres undefined)	1	100	0	0	-1.1	-1	0	104	1
CCN(C(=O)COC(=O)c1n[nH]c2ccccc12)C1CCS(=O)(=O)C1 (centres undefined)	24	108	0	-1	2.6	-2	1	102	0
CCOC(=O)c1nn(-c2ccc(F)cc2)c2c1CC/C2=C/c1ccccc1	-6	101	-1	-9	0.8	5	6	97	0
Clc1ccccc1CSc1cc2c(nn1)-c1ccccc1CC2	35	96	-8	-1	-0.1	1	-1	110	0
CCOc1ccc(N2CC(C(=O)Nc3nnc(Cc4ccc(OC)cc4)s3)CC2=O)cc1 (centres undefined)	-11	104	-4	8	2.6	7	4	92	0
CC1(C(=O)NCc2ccc(Cl)c(Cl)c2)Oc2ccccc2NC1=O (centres undefined)	0	98	2	4	0.7	4	2	99	1
CC1=NCCN1CCNC(=O)Nc1cc(C)cc(C)c1	-6	109	2	8	2.5	-1	3	111	0
CC1CCN(c2nc(NCc3ccco3)nc(N)c2[N+](=O)[O-])CC1	0	81	-4	6	-1.3	-12	2	103	0
Cc1ccc(C)c(NC(=O)Cc2coc3cc4c(cc23)CCC4)c1	0	101	3	-12	-1.3	1	6	112	0

(next part)
SMILES	VLA-4 inh	CIT2 TOR yeast	Fam108B counter	GLD-1 RNA inh	MEX-5 binding	MCL1-BIM inh	BCLXL inh	AGP1 TOR yeast	GRK2 aptamer HTS
O=C(COC(=O)c1ccccc1OCc1ccc(F)cc1)NCC1CCCO1 (centres undefined)	6	92	·	-1	·	-5	-4	101	3
NC(=O)C1CCN(c2nc3c(S(=O)(=O)c4ccccc4)nnn3c3ccccc23)CC1	5	98	1	5	5.1	0	9	93	0
CC(C)(C)c1ccc(C(=O)N2CCNCC2)cc1	3	90	-2	1	-2.4	-3	8	92	65*
O=C(NCc1ccco1)c1ccccc1F	9	93	-3	0	-1.9	4	10	98	1
COc1ccccc1N1CCN(C(c2cc3cc(C)ccc3[nH]c2=O)c2nnnn2C2CCCC2)CC1 (centres undefined)	5	99	3	7	1.8	-4	-3	101	1
COc1cc(C)ccc1NC(=O)Cc1csc(NC(=O)Nc2ccccc2OC)n1	12	99	1	4	0.6	6	6	95	7
O=C1N[C@@H](Cc2ccccc2)COC(=O)[C@H](Cc2ccc(F)cc2)CC/C=C/C[C@@H]1CC(=O)N(CCO)Cc1ccccc1	11	99	·	1	·	·	·	96	0
COCCNC(=O)c1ccc(CSc2nc3ccccc3s2)cc1	-13	72	-3	2	2.4	5	4	83	2
CC(C)NC(=O)C1CCN(C2CCN(Cc3nc(C(C)C)cs3)CC2)CC1	13	93	-1	-1	-0.3	-3	-2	92	0
COc1ccc(N2CCN(C(=O)c3cccn4c(=O)c5ccccc5nc34)CC2)cc1	1	101	5	5	0.5	0	2	104	2
O=[N+]([O-])c1cc([N+](=O)[O-])c(Oc2c(Cl)cccc2Cl)cc1NN1CCCCC1	9	67	3	-2	-1.3	1	0	74	0
Cc1ccc(S(=O)(=O)N(CC(=O)N=Nc2c(O)[nH]c3ccccc23)c2ccc(C)c(C)c2)cc1	2	94	-11	10	·	12	8	98	7
CCN(CC)S(=O)(=O)c1cccc(C(=O)N[C@H](C(=O)OCC(N)=O)C(C)C)c1	3	100	6	5	-0.1	-5	-5	106	3
CSc1nnnn1-c1c(C)cccc1C	-2	92	1	-6	4.0	0	-3	84	0
COCCn1nnnc1C(c1cc2ccc(OC)cc2[nH]c1=O)N1CCN(C2CCCCC2)CC1 (centres undefined)	-23	108	-3	0	-0.3	0	3	109	0
C=CCC(=O)OCCCCCCOc1ccc(C(=O)O)cc1	-9	97	-3	-8	-0.2	3	0	103	0
Cn1cccc1CC(=O)N/N=C/c1cccc([N+](=O)[O-])c1	6	82	7	-5	2.0	10	10	92	0
COc1cc(/C=N/NC(=O)c2ccc3c(c2)OCO3)ccc1O	-7	82[may fluoresce red]	·	·	-0.4	·	·	?	4
COc1ccc(NC(=O)CSc2nc(O)cc(=O)n2C)cc1	22	99	-1	3	0.2	8	5	108	1
COc1ccc([N+](=O)[O-])cc1NCc1ccco1	-16	100	-4	5	-0.3	2	-1	98	0
CCC1CCCCN1CCCNC(=O)c1ccc2c(c1)NC(=O)CS2 (centres undefined)	11	101	2	-9	-3.2	15	17	106	0
COC(=O)c1ccc(CSc2ccc3nnc(-c4ccc(OC)cc4)n3n2)o1	1	93	0	4	-0.9	10	8	90	3
Brc1ccc2nc(N3CCCC3)sc2c1	5	105	0	4	-1.9	6	3	103	4
CCN(CC)CCCNC(=O)CSc1nc2c(c(C(F)(F)F)n1)CCc1ccccc1-2	19	92	1	-5	-1.9	4	5	89	0
O=C(NNc1c(Cl)cc(Cl)cc1Cl)c1cccc([N+](=O)[O-])c1	-12	91	0	2	-2.2	6	4	100	0
